# Bioassay records as filed in PubChem.
# RBX1-CUL1 inh = inhibitors of human ROC1-CUL1 ubiquitin ligase activity. 0.6% of 140,000 active. inhibition, % at 10 µM. in vitro K48 di-Ub FRET, acceptor:donor ratio, 45 min. P62877+Q13616; in the data active = inhibition above about 25%
# Target sequence (P62877 whole entry, looked up): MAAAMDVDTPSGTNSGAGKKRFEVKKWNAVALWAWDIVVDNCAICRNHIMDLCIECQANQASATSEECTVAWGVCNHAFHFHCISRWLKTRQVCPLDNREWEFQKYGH
# Target sequence (Q13616 whole entry, looked up): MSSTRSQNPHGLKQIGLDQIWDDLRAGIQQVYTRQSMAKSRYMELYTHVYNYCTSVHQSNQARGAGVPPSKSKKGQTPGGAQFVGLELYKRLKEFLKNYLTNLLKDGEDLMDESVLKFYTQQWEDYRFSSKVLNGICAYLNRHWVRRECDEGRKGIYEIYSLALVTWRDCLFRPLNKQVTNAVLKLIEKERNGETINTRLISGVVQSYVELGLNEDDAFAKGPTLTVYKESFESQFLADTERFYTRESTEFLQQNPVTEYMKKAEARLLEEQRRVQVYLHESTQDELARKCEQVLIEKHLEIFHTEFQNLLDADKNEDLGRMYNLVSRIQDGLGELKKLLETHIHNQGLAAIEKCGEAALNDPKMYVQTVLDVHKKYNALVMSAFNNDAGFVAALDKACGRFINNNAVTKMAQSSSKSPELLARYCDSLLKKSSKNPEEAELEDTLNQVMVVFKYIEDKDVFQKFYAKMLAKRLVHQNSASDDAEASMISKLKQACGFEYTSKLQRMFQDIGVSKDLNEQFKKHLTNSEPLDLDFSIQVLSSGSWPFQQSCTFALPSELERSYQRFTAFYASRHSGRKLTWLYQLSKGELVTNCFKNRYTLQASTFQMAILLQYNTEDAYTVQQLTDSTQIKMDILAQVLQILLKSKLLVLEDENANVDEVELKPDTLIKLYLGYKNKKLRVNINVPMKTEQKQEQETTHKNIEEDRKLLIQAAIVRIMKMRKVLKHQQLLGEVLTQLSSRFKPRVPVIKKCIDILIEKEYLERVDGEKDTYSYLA
# * marks the source's active call; other numbers are inactive results. Only part of the results is shown; count on the stated rates, not on these rows.
SMILES | RBX1-CUL1 inh
Cc1ccc(NC(=O)CSc2nnc(COc3ccc(Cl)cc3)o2)cc1[N+](=O)[O-] | 1.3
CC(=C\C(=O)O)/C(=C\c1ccc(Cl)o1)C(=O)O | 1.5
COc1ccc(C(=O)Nc2ccc(OC)cc2[N+](=O)[O-])c(OC)c1 | 4.7
CC(=O)NNc1nc2c(c(=O)[nH]c(=O)n2C)n1CCO | 6.3
O=C(CC1CCS(=O)(=O)C1)N=C1CCC=NC1=O (configuration not stated) | 4.1
CSc1nsc(SCSc2nnc(-c3ccccc3)o2)n1 | -3.7
CCOC(=O)C1C(CN2CCN(c3ccc(OC)cc3)CC2)=NC(=O)NC1c1ccc(Cl)cc1 (configuration not stated) | -0.8
O=C1NN(c2ccc(Cl)cc2)C(=O)/C1=C/c1ccc(Cl)cc1 | 46.1*
CC1(C)CC(=O)C2=C(C1)C(c1cccnc1)Nc1ccc3ccccc3c12 (configuration not stated) | 3.9
COc1ccc(Cn2ccc3nc(C)c(C(=O)Nc4ccc(OC)c(OC)c4)cc3c2=O)cc1 | -5.5
Cc1cc(C)c2oc(C(=O)N=C3C(=O)N(c4ccccc4)N(C)C3C)cc(=O)c2c1 (configuration not stated) | -4.2
COCC(=O)N1CCCC(C(=O)c2ccc(C(C)(C)C)cc2)C1 (configuration not stated) | 5.3
COc1ccc(-c2ccnc3c2c(=O)[nH]c(=O)n3C)cc1 | 9.0
Cc1ccc(Nc2nc3ccc(C)cc3n3nnnc23)cc1 | -3.9
O=C(Cn1nc(-c2ccccc2)nc1-c1ccccc1)N1CCCc2ccccc21 | -6.2

# The results go on.
SMILES | RBX1-CUL1 inh
CCOC(=O)/C(C)=C(\C(=O)OCC)C1C(=O)CC(C)(C)CC1=O | 8.0
CCOC(=O)C1(CCOC)CCCN(Cc2ccc(OC)c(Cn3cncn3)c2)C1 (configuration not stated) | -2.9
COc1cccc(/C=C/C(=O)c2ccc(I)cc2)c1 | 1.2
O=c1c2cc3c(cc2n(Cc2ccc(F)cc2)c(=O)n1Cc1nc(-c2ccccc2)no1)OCO3 | -0.3
O=C(NCc1ccco1)C1(c2ccccc2)CCOCC1 | 8.6
COc1ccc(OCC(=O)Nc2nnc3n2CCS3)cc1 | 6.6
Cc1cc(C)n(CCCNC(=O)Cn2nnnc2CN2CCCCCC2)n1 | 2.3
CCCSC1=NC(=O)CC(c2cc(OC)ccc2OC)C1C#N (configuration not stated) | -5.2
CCCCC1(C)OC(=O)C(=Cc2ccc(OC)cc2)C(=O)O1 (configuration not stated) | -0.3
O=C(Cc1ccc(F)cc1)Nc1nnc2n1CCS2 | -12.4
CCOc1ccc(C2NC(=S)N=C(C)C2C(N)=O)c2ccccc12 (configuration not stated) | 0.5
CCS(=O)(=O)N1CCC(C(=O)Nc2cccc(C(=O)O)c2)CC1 | -5.4
CCCCn1c(CN2CCCCC2C(=O)OCC)cnc1S(=O)(=O)CC (configuration not stated) | 8.1
Cc1cn2c3c(=O)n(Cc4ccccc4)c(=O)n(C)c3nc2n1C | -12.8
Cc1ccc(CCNC(=O)C2CCCN(c3nnc(C)c4c(C)n(-c5ccccc5)nc34)C2)cc1 (configuration not stated) | 5.9

# The listing continues.
SMILES | RBX1-CUL1 inh
CC(C)Oc1ccc(NS(=O)(=O)Cc2ccccc2)cc1 | -5.0
COc1ccc(CN(C)c2nc3nonc3nc2N(C)C)c2cccnc12 | -8.8
COc1ccc(Oc2nc3c(c(=O)n(C)c(=O)n3C)n2Cc2ccc(Cl)cc2Cl)cc1 | -6.6
O=C(NCc1cc(-c2ccccc2)no1)Nc1nn[nH]n1 | 13.1
CCOC(=O)C1CCCN(S(=O)(=O)c2csc(C(N)=O)c2)C1 (configuration not stated) | -3.1
O=C(O)/C=C/c1ccc(OCc2ccc(F)cc2)c(Cl)c1 | -7.6
Cc1nc2ccccc2n1C(=O)c1ccccc1Br | -6.7
C=C(C)CSc1nnc2n(-c3ccc(C)cc3)c(=O)c3c4c(sc3n12)CCCC4 | 2.8
NC1=NC(c2cc(F)cc(F)c2)n2c(nc3ccccc32)N1 (configuration not stated) | -1.8
Cc1ccc2c(c1)CS(=O)(=O)O2 | -3.6
N#CC1C(=N)C(C#N)(C#N)C(c2cn(Cc3ccc(Br)cc3)nc2-c2ccccc2)C2CCCC=C12 (configuration not stated) | 6.6
Cc1ccc(C(C)C)c(OC(=O)c2ccc(=O)oc2)c1 | -4.8
O=C(CSc1nnc(C(O)c2ccccc2)n1-c1ccccc1)NC1CCCCC1 (configuration not stated) | 4.4
CCc1nccn1CCC(=O)N(C)CC1CCCN(CCc2ccc(F)cc2)C1 (configuration not stated) | 7.1
COc1ccc2c(Sc3ccccc3)c(C(=O)NCC(C)c3ccccc3)[nH]c2c1 (configuration not stated) | -3.5

# Five successive compounds already listed, quoted:
SMILES | RBX1-CUL1 inh
CC(C)Oc1ccc(NS(=O)(=O)Cc2ccccc2)cc1 | -5.0
COc1ccc(CN(C)c2nc3nonc3nc2N(C)C)c2cccnc12 | -8.8
COc1ccc(Oc2nc3c(c(=O)n(C)c(=O)n3C)n2Cc2ccc(Cl)cc2Cl)cc1 | -6.6
O=C(NCc1cc(-c2ccccc2)no1)Nc1nn[nH]n1 | 13.1
CCOC(=O)C1CCCN(S(=O)(=O)c2csc(C(N)=O)c2)C1 (configuration not stated) | -3.1

# Next part:
SMILES | RBX1-CUL1 inh
COCc1noc(-c2ccc(NCc3ccc4c(c3)OCO4)nc2)n1 | -1.8
Cc1ccc(CN2CCC(N3CCC(C(=O)NCc4cccnc4)CC3)CC2)s1 | 0.6
CC(C)OC(=O)c1ccc(NC(=O)CSc2nc(-c3ccco3)cc(C(F)(F)F)n2)cc1 | 0.0
Cc1cc(C)c2[nH]cc(-c3nnnn3-c3ccc(Cl)c(Cl)c3)c2c1 | 0.2
O=C(Nc1cccc(Br)c1)C1C2CCC3C(CCC21)C3(Cl)Cl (configuration not stated) | 8.2
COCCN(C(=O)c1ccc(C2CCCN2)s1)C1CCN(C)CC1 (configuration not stated) | 8.4
c1sc2[n+](c1C13CC4CC(CC(C4)C1)C3)CCS2 | 2.2
CN(CC1CCN(CCc2ccccc2F)CC1)CC1CCOC1 (configuration not stated) | -1.2
O=S(=O)(Cc1ccc(F)cc1)N1CCOCC1 | -8.1
Cc1ccc(NC(=O)c2ccccc2)s1 | 0.5
CCOC(=O)CCC(=O)c1cc(OC)c(OC)cc1[N+](=O)[O-] | -7.9
Cc1ccc(Cn2nnc3c2C(=O)c2ccccc2C3=O)cc1 | 65.3*
COc1ccc(N2CCN(C(=O)C3CCCN(S(=O)(=O)c4ccc5c(c4)CCCN5C(C)=O)C3)CC2)cc1 (configuration not stated) | 10.9
Cc1cc(NS(=O)(=O)c2ccc(NC(=O)C3c4ccccc4Oc4ccccc43)cc2)nc(C)n1 | 5.8
CC(=O)Nc1nonc1-c1nnc(SCC(=O)Nc2cc(C)cc(C)c2)n1-c1ccccc1 | -2.8

# Next section
SMILES | RBX1-CUL1 inh
Cn1c(C2CC(=O)N(c3ccc(Cl)cc3)C2)nc2ccccc21 (configuration not stated) | 5.9
O=C(NCC1COCCO1)c1ccc(OC2CCN(Cc3ccccn3)CC2)cc1 (configuration not stated) | 5.1
S=C1N=C(C2NC(=S)c3ccccc32)c2ccccc21 (configuration not stated) | -2.9
COCCCNS(=O)(=O)c1ccc2c3c(cccc13)C(=O)N2C | 0.4
COc1cc(OC)c(C(=O)NCc2nc(-c3ccccc3)no2)cc1OC | 6.2
CCCn1ncc(-c2ccnc(NCC3CCCOC3)n2)c1C (configuration not stated) | 7.8
COc1ccc(CNCCCSc2nnnn2-c2ccccc2)cc1 | -2.5
CCN=C1CC=C(Br)C=C(C(=O)/C=C/c2cc(OC)ccc2OC)C1=O | 54.7*
COc1cccc(CN2CCCC(O)(CNC3(c4ccccc4)CC3)C2=O)c1 (configuration not stated) | -2.2
CC(=O)OC[C@@H]1C2C(=O)OC3C2CC1[C@@H]3I (some centres not stated) | 2.8
O=C(NCc1ccco1)N1CCCC(Cn2cc(CCO)nn2)C1 (configuration not stated) | 7.7
Cc1ccc(S(=O)(=O)Nc2nnc(CC(C)(C)C)s2)cc1 | 2.2
CCn1c(NCc2cccc(Cl)c2)nc2ccccc21 | -0.5
Cc1cc(O)c(CN2CCN(c3ccccc3)CC2)c2oc(=O)cc(C)c12 | 11.8
C=CCn1cc(-c2nc3c(cnn3C(C)CCC)[nH]2)c(C)n1 (configuration not stated) | 13.6

# Following part
SMILES | RBX1-CUL1 inh
CCc1[nH]n2c(=O)cc(Cc3c(C)[nH]c4c(F)cccc34)nc2c1CC | 7.8
COc1ccc(C(=O)NCCn2cc(SCC(=O)NCCc3ccc(OC)c(OC)c3)c3ccccc32)cc1 | -1.2
Cc1nc2cc(-c3nc(-c4c(C)ncc5c4CCNC5)no3)ccc2s1 | -4.3
Cc1cccc(CN(C)[C@@H]2c3ccccc3C3(CCNCC3)[C@H]2O)n1 | -0.6
O=C(O)CCC(C(=O)O)N1C(=O)c2c(Cl)c(Cl)c(Cl)c(Cl)c2C1=O (configuration not stated) | -0.9
Cc1c(Cl)cccc1NC(=O)Cc1cccs1 | -4.7
Nc1ccc(C(=O)N2CCN(CCO)CC2)c(C(=O)O)c1 | 11.3
CC(C)N1CCNC(=O)C1CC(=O)N(C)Cc1ccccn1 (configuration not stated) | 4.3
CCOc1ccc(NC(=O)c2oc3ccccc3c2NC(=O)c2c(F)cccc2F)cc1 | 6.3
Cc1cc(-c2[nH]nc3c2C(c2ccc(Cl)c(Cl)c2)C(C#N)C(=N)O3)c(C)s1 (configuration not stated) | -0.1
C/C(=N\NC(=O)c1cc(-c2cccn2C)n[nH]1)c1ccncc1 | 3.4
COc1ccc(-c2nnc(SCC(=O)OC3CCCCC3)n2-c2ccc(OC)cc2)cc1 | -5.1
O=C1NN(c2cccc(Cl)c2)C(=O)/C1=C\c1ccc(-c2ccc(C(=O)O)c(Cl)c2)o1 | 44.1*
CCC(C)NS(=O)(=O)Cc1ccc(Cl)cc1Cl (configuration not stated) | 11.2
Cc1ccc(NC(=O)CN2C(=O)c3ccccc3C2=O)c(Br)c1 | -4.8

# Later entries:
SMILES | RBX1-CUL1 inh
NC(=O)Nc1ccccc1C(=O)N1CCC(O)(c2ccc(Cl)cc2)CC1 | -0.9
CSc1cccc(NC(=O)C2CCN(c3nc4ccccc4[nH]3)CC2)c1 | 11.6
O=C(Oc1ccccc1C(=O)COC(=O)c1ccco1)c1ccc(Cl)c(Cl)c1 | -4.5
CCc1ccccc1NC(=O)CCCN1C(=O)CCn2nc(-c3cn(C)c4ccccc34)cc21 | 12.8
CC(C)c1ccc2oc(-c3cccc(NC(=O)c4ccc5c(c4)OCCO5)c3)nc2c1 | 3.5
COc1ccc(CCNS(=O)(=O)c2cccc(F)c2)cc1OC | -0.4
COc1cccc(CC(=O)Nc2ccc3nc(Nc4cccc(C(F)(F)F)c4)cc(C)c3c2)c1 | 1.6
C[C@@H]1CN(C(=O)c2nc3ccc(Cl)cn3c2CNCCc2cnccn2)C[C@H](C)O1 | 3.8
COc1cccc(CNC(=O)c2ccc3c(c2)nc2n3CCOC2)c1OC | 2.0
O=C(c1ccc(S(=O)(=O)N2CCCC2)cc1)N1CCN(C/C=C/c2ccccc2)CC1 | -2.3
Cc1ccc(C2c3c(oc4ccccc4c3=O)C(=O)N2c2ccc(C)cn2)cc1 (configuration not stated) | 9.9
COc1ccc(-c2nn(C)c3sc(C(=O)N4CCN(c5cccc(C)c5C)CC4)cc23)cc1OC | -0.9
O=C(Nc1ccc(F)c(Cl)c1)C1CCN(S(=O)(=O)c2ccc3c(c2)CCCN3C(=O)C2CCC2)CC1 | -4.9
CCN1CCN(C(=O)c2ccc3c(c2)N(Cc2cc(C)ccc2C)C(=O)c2ccccc2S3(=O)=O)CC1 | 1.1
O=C1Nc2ccccc2S(=O)(=O)C(c2ccccc2)C1c1ccccc1 (configuration not stated) | 2.1

# (cont.)
SMILES | RBX1-CUL1 inh
CCCCCCCc1ccc(NC(C)=O)cc1 | -0.8
O=C1CC[C@@H](CN(Cc2ccccc2)C(=O)c2cc(C(c3ccccc3)c3ccccc3)no2)N1 | 7.0
Cc1ccc(C)c(NC(=S)N2CCN(Cc3ccccc3)CC2)c1 | 1.7
O=S(=O)(c1cccs1)N1CCC(CO)(Cc2cccc(F)c2)CC1 | 4.2
Cc1ccc(Nc2nc3nonc3nc2Cl)c(C)c1 | 7.1
CCc1c(C)sc2c1CCN(C(=O)Nc1cc(C)ccc1OC)C2c1ccc(F)cc1 (configuration not stated) | -10.2
Cc1occc1C(=O)N(C)C(Cc1ccccc1)C1CCN(Cc2cccn2-c2ncccn2)CC1 (configuration not stated) | -15.2
Cc1cc(S(=O)(=O)Nc2cc3c(cc2C)n(C)c(=O)c(=O)n3C)ccc1F | -3.9
Nn1c(SCC(=O)Nc2ccccc2)nnc1-c1ccc(Br)cc1 | 3.2
CCCNC(=O)c1cc2c(=O)n3cccc(C)c3nc2n1C | 2.1
Cc1ccc2c(c1)N(CC(=O)N(C)C1CCCCC1)C(=O)CO2 | 6.1
C=C(C)COc1ccccc1NC(=O)c1cccs1 | 4.8
O=S(=O)(c1ccc(-n2cnnn2)cc1)N1CCN(c2ccccc2F)CC1 | -4.6
O=C(OCc1ccccc1)c1ccc(OCc2ccccc2)cc1O | -3.5
Cc1nc(-c2ccccc2)sc1-c1ccc(SCC(=O)NCc2ccc(Cl)cc2)nn1 | -1.7

# Next section.
SMILES | RBX1-CUL1 inh
O=C(Nc1cccnc1)C1CC(c2ccc(Cl)cc2)=NO1 (configuration not stated) | -4.6
CC(C)(C)c1nc(N)c(Cl)c(C(C)(C)C)n1 | -1.6
CC(C)(C)OC(=O)N1CCC(c2c(C(=O)O)cnn2-c2ccc(F)cc2F)CC1 | -2.5
O=C(NCc1cccnc1)/C(=N\O)c1ccccn1 | 1.0
Cc1nn(-c2ccccc2)c(OC(=O)c2ccccc2)c1S(=O)(=O)c1ccccc1 | -4.3
COc1ccc(/C=N/n2c(N)nc(-c3ccccc3)c2-c2ccccc2)cc1 | -5.8
CC(=O)NC(Cc1c[nH]c2ccccc12)C(N)=O (configuration not stated) | 6.5
O=C(c1cccc(C(F)(F)F)c1)N1CCC2(CC1)OCCO2 | -4.8

# Individual results from the results shown.
# RBX1-CUL1 inh with `N#CC1C(=N)C(C#N)(C#N)C(c2cn(Cc3ccc(Br)cc3)nc2-c2ccccc2)C2CCCC=C12` (configuration not stated) is entered as 6.6
# RBX1-CUL1 inh with `O=S(=O)(c1cccs1)N1CCC(CO)(Cc2cccc(F)c2)CC1` is entered as 4.2
